# Screening data (PubChem)
# IkB signaling: inhibitors of IkB signaling in ABC-DLBCL cells | ABC-DLBCL IkBa-CBG/CBR dual luciferase ratio, 4 h; response scale: scaled: untreated 0%, proteasome inhibitor 100% | AID 445 | Potency, µM (series often up to 57.1 µM), without a hit: at the top dose IkBa stabilization activation | hit rate 0.04% among 110,000; active = well fitted curve in the direction sought with a large enough effect in the signal ratio, not every such curve was filed as active; inconclusive = small, poorly fitted or top-dose-only effect, or a change in a side signal; the % refers to the signal ratio;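 also: the direction sought is a rising ratio; 0% = basal untreated cells and 100% = reference inhibitor full response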
#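 In this assay, an IκBα–CBG68 fusion accumulates when IKK-driven degradation is blocked; native CBR normalizes for cell number. OCI-Ly3 cells were treated 4 h with compound and doxycycline, then green and red light read after Chroma-Glo addition.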
# p53ts 32C kill: p53ts cell cytotoxicity, permissive temperature. H1299-p53A138V at 32C, ATP luminescence viability, 24 h. Potency, µM (series often up to 46.1 µM), without a hit: at the top dose activity change, negative = cytotoxicity, actives largely listed as cytotoxic. hit rate 0.93% among 130,000;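 also: 0% = DMSO and -100% = full killing by reference compound; nearly all actives have a fitted effect of over 55% in size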
#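 Viability by ATPlite luminescence after 24 h compound treatment (up to 46 uM) at the permissive 32C. Cells are H1299 carrying p53 A138V. Scale runs from DMSO basal to 100 uM tamoxifen as full kill; AC50 from Hill fits.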
# Peg3 imprint: inducers of genomic imprint erasure in mouse ES cells; mouse ES Peg3-LacZ reporter, beta-gal luminescence, 40 h; hit rate 0.02% among 110,000; Potency, µM (top dose mostly 60.7 µM), for the others: at the highest dose activity change, positive = activation, actives largely listed as activators;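 also: 0% = negative control wells on the plate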
#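 Gelatin-coated wells received 300 freshly trypsinized female ES cells with a Peg3LacZ-Neo reporter on the maternal allele, then incubated 40 hours at 37C. BetaGlo was added for 5 minutes at room temperature before a single luminescence read.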
# p53ts 39C kill: p53ts cell cytotoxicity, nonpermissive temperature. H1299-p53A138V viability at 39C, ATP luminescence, 24 h. Potency, µM (highest dose often 46.1 µM), for inactives: at the top dose activity change, negative = cell killing, actives largely listed as cytotoxic. hit rate 1.5% among 130,000; also: nearly all actives have a fitted effect of over 55% in size
# Numbers without * were called inactive; ? = inconclusive; · = not tested or not shown; [ ] = remark or other dose. Unless noted, calls follow the shape of the dose curve; as a rule, active = well fitted curve in the direction sought with a large enough effect; inconclusive = small, poorly fitted or top-dose-only effect, or another doubt; inactive = no such curve, though single readings can be large; an effect the other way counts as inactive or inconclusive. Unless noted, % is scaled to controls: 0 for no effect and ±100 for the full control effect; potency is read from the fitted curve at half-maximal effect.
[1] Cc1cc(C(=O)CSc2nnnn2C)c(C)n1CCc1ccc(F)cc1
[2] CCOC(=O)C1=C(O)CCn2c1nc1ccccc12
[3] CCOC(=O)C1CCN(C(=O)CCNC(=O)c2cc(OC)c(OC)c(OC)c2)CC1
[4] CCOc1ccc(N2CC(C)Cn3c2nc2c3c(=O)n(Cc3c(F)cccc3Cl)c(=O)n2C)cc1 (stereo unspecified)
[5] COc1cc(C2C(C#N)=C(N)Oc3cc(C)oc(=O)c32)ccc1OC(=O)N1CCOCC1 (stereo unspecified)
[6] Cc1nn(Cc2ccccc2)c(C)c1NC(=O)c1cc(-c2ccco2)on1
[7] O=C1CC(c2ccco2)Cc2nc(N3CCc4ccccc4C3)ncc21 (stereo unspecified)
[8] COc1ccc(N2CCN(CC(O)COc3ccc(C(C)C)c(C)c3)CC2)cc1 (stereo unspecified)
assay / entry,1,2,3,4,5,6,7,8
IkB signaling,-0.3%,?,-0.3%,-0.4%,-0.4%,4.8%,?,0.9%
p53ts 32C kill,-2%,-2%,-4%,0%,11%,0%,0%,-8%
Peg3 imprint,?,5%,-10%,11%[10.9 µM],-7%,-28%,4%,-13%[10.9 µM]
p53ts 39C kill,4%,13%,2%,19%,12%,-7%,8%,-5%

[9] O=C(NCC(=O)N(c1ccccc1)C(C(=O)NCC1CCCO1)c1ccccc1)c1ccco1 (stereo unspecified)
[10] Cc1cccc(CC(=O)NC2CC(=O)N(c3cccc(F)c3)C2)c1 (stereo unspecified)
[11] CC(=O)c1sc2nc(SCC(=O)N3CCCCC3)[nH]c(=O)c2c1C
[12] Cc1ccc(N2CCn3c2nc2c3c(=O)n(CCCc3ccccc3)c(=O)n2C)cc1
[13] CCN(CC)c1ccc(NC(=O)C2CC3CCC2C3)cc1 (stereo unspecified)
[14] Cc1ccc(NC(=O)c2ccc(NC(=O)CCS(=O)(=O)c3cccs3)cc2)cc1F
[15] Clc1cccc(-c2nnc3sc(-c4ccccc4)nn23)c1
[16] O=C(c1cnc2n(c1=O)CCS2)N(C1CCCCC1)C1CCCCC1
assay / entry,9,10,11,12,13,14,15,16
IkB signaling,1.4%,?,7.1%,3.7%,0.4%,?,2.6%,1.6%
p53ts 32C kill,-9%,-6%,4%,3%,-4%,-1%,-2%,7%
Peg3 imprint,0%,4%[10.9 µM],-34%[inhibitor],-11%[10.9 µM],-16%,-10%[10.9 µM],3%,0%
p53ts 39C kill,-4%,7%,15%,-5%,1%,15%,16%,2%

[17] COC(=O)c1ccccc1NC(=O)C1CC=CCC1C(=O)O (stereo unspecified)
[18] Cn1c(C(=O)NCCc2c[nH]c3ccccc23)cc2sccc21
[19] COc1cc(C)c(C(C)C)cc1S(=O)(=O)n1cnc(C)c1
[20] CCOC(=O)C1=C(C)N(C)C(=O)NC1c1cccc(O)c1 (stereo unspecified)
[21] COc1ccccc1CNS(=O)(=O)c1c(C(=O)N2CCC(C)CC2)c(C)n(C)c1C
[22] CC(C)C(NC(=O)c1ccccc1)C(=O)NC1=NCCS1 (stereo unspecified)
[23] COc1ccc(CCNC(=O)CSc2nc3nc(C)c(Cc4ccc(C)cc4)c(C)n3n2)cc1OC
[24] Cc1ccc(CSc2nnc(Cn3c(=O)sc4ccccc43)n2C)cc1
assay / entry,17,18,19,20,21,22,23,24
IkB signaling,0.1%,?,?,1.1%,-1.3%,5.6%,0.7%,-0.6%
p53ts 32C kill,6%,-8%,16%,8%,-2%,-3%,4%,-8%
Peg3 imprint,-6%,-13%,-13%,-12%,-9%[10.9 µM],-12%,-5%[10.9 µM],-8%
p53ts 39C kill,7%,-10%,5%,9%,-23%,6%,-23%,-9%

[25] COc1ccc(NC(=O)c2cccc(N3CCCS3(=O)=O)c2)cc1
[26] CN(C(=O)c1cccnc1)c1nc(-c2ccccc2)cs1
[27] COCCNc1nc2c(c(=O)n(C)c(=O)n2C)n1Cc1cccc(C)c1
[28] Cc1cc(-c2nc3ncccc3o2)ccc1NC(=O)COc1cc(C)c(Cl)c(C)c1
[29] CCOC(=O)C1CCN(c2ncnc3c2oc2ccc(Br)cc23)CC1
[30] CCn1c2c(c3cc(C(=O)O)ccc31)CCCC2=O
[31] CCC(=O)N1CCc2cc(Br)cc(S(=O)(=O)NCCc3ccccc3Cl)c21
[32] Cc1ccc(-c2nnn(CC(=O)N(Cc3ccccc3)C(C(=O)NC(C)(C)C)c3ccncc3)n2)o1 (stereo unspecified)
assay / entry,25,26,27,28,29,30,31,32
IkB signaling,-1.8%,-3.0%,2.7%,0.4%,-0.3%,1.9%,?,4.1%
p53ts 32C kill,-24%,-12%,-10%,10%,5%,-1%,4%,-1%
Peg3 imprint,-38%[inhibitor][10.9 µM],-12%,-12%,-6%[10.9 µM],-12%,-2%,15%[10.9 µM],·
p53ts 39C kill,?,-15%,-15%,-3%,-15%,-6%,8%,6%

# A different layout for some results above.
# Every second line gives: IkB signaling	p53ts 32C kill	Peg3 imprint	p53ts 39C kill
[27] COCCNc1nc2c(c(=O)n(C)c(=O)n2C)n1Cc1cccc(C)c1
    2.7%	-10%	-12%	-15%
[28] Cc1cc(-c2nc3ncccc3o2)ccc1NC(=O)COc1cc(C)c(Cl)c(C)c1
    0.4%	10%	-6%[10.9 µM]	-3%

# Other results follow:
[33] Cn1c(Cn2c(=O)sc3ccccc32)nnc1SCC(=O)N1CCCCCC1
[34] O=C(NCC(=O)N(c1cccc(F)c1)C(C(=O)NCC1CCCO1)c1ccccc1)c1ccco1 (stereo unspecified)
[35] O=C(NCCCN1CCN(c2ccccc2)CC1)c1nnc(Cc2ccc(F)cc2)o1
[36] Cc1csc(SCc2ccccc2C(=O)O)n1
[37] CC1=C(C(=O)Nc2ccc(Cl)cc2)C(c2cccs2)n2nc(SCc3cccc(Cl)c3)nc2N1 (stereo unspecified)
[38] Clc1ccc(CSc2nnc(-c3cccnc3)n2Cc2ccco2)c(Cl)c1
[39] C=C(CC1([C@@H](NP(=O)(c2ccccc2)c2ccccc2)[C@H]2C[C@@H]2CCCC)CC1)c1ccccc1
[40] COc1ccc(-n2nc(C(=O)NCCc3ccc(Cl)cc3)c3c4ccccc4n(C)c3c2=O)cc1Cl
assay / entry,33,34,35,36,37,38,39,40
IkB signaling,2.4%,0.2%,2.1%,0.6%,?,-4.2%,·,?
p53ts 32C kill,3%,6%,0%,-4%,4%,3%,8%,3%
Peg3 imprint,-9%,-7%,26%[10.9 µM],-12%,7%[10.9 µM],-6%,-33%[inhibitor],-2%[10.9 µM]
p53ts 39C kill,23%,0%,?,3%,9%,19%,25µM*,16%

# As entered above.
# Cn1c(C(=O)NCCc2c[nH]c3ccccc23)cc2sccc21 in p53ts 39C kill has -10%
# CCOC(=O)C1=C(O)CCn2c1nc1ccccc12 in p53ts 32C kill has -2%
# O=C(NCC(=O)N(c1ccccc1)C(C(=O)NCC1CCCO1)c1ccccc1)c1ccco1 (stereo unspecified) in Peg3 imprint has 0%
# C=C(CC1([C@@H](NP(=O)(c2ccccc2)c2ccccc2)[C@H]2C[C@@H]2CCCC)CC1)c1ccccc1 in p53ts 32C kill has 8%

# Next part:
[41] CCOc1ccccc1OCCCC(=O)N1CCN(S(=O)(=O)c2cccc(F)c2)CC1
[42] CCN1CCN(CCCNC(=O)CS(=O)(=O)Cc2nc(-c3cccc(OC)c3)oc2C)CC1
[43] Cc1cccc(Cn2c(=O)n(-c3ccccc3C)c(=O)c3c2c2cc(C)ccc2n3C)c1
[44] CC(C)Cc1cc(C(=O)Nc2ccc(F)cc2F)no1
[45] COc1ccc(Nc2c(-c3ccc(C)o3)nc3ccc(Cl)cn23)cc1
[46] COCc1cc(C)nc2sc(C(=O)Nc3cc(C)ccc3F)c(N)c12
[47] CCC(=O)c1ccc(OCc2ccc(C(=O)OC)o2)c(OC)c1
[48] CC(C)CN(CCCNC(=O)c1cn(C)c2ccc(S(=O)(=O)N(C)C3CCCCC3)cc2c1=O)CC(C)C
assay / entry,41,42,43,44,45,46,47,48
IkB signaling,0.9%,-1.3%,?,?,0.4%,2.4%,-1.4%,?
p53ts 32C kill,13%,3%,?,1%,9%,-13%,3%,3%
Peg3 imprint,-15%,-7%[10.9 µM],-10%[10.9 µM],2%,-8%[10.9 µM],-8%[10.9 µM],5%,-10%[10.9 µM]
p53ts 39C kill,-1%,9%,-16%,2%,24%,-17%,3%,4%

[49] CCOc1ccc(C2=Nn3cnnc3SC2)cc1
[50] CCCC(=O)OCc1cnc(C)c2oc(=O)c(C(=O)Nc3cccc(C(F)(F)F)c3)cc12
[51] C=CCc1ccc(OCC(O)COCC)c(OC)c1 (stereo unspecified)
[52] CCCCC(CC)CNC(=O)C1CCC(CNS(=O)(=O)c2cccc3nsnc23)CC1 (stereo unspecified)
[53] O=C(CN(C(=O)CNC(=O)c1ccco1)c1ccc(Cl)c(Cl)c1)NC1CCCCC1
[54] COc1cc(O)ccc1C1CC(=O)Nc2c1c(=O)nc(SCc1ccccc1C)n2C (stereo unspecified)
[55] Cn1c(NCCCO)nc2c(c1=O)C1(CCCCC1)Cc1ccccc1-2
[56] CCN1CCN(CC(=O)NC2CCCC2)C(=O)C1=O
assay / entry,49,50,51,52,53,54,55,56
IkB signaling,-2.2%,?,-2.0%,?,?,?,2.2%,2.0%
p53ts 32C kill,-9%,6%,?,4%,8%,?,2%,3%
Peg3 imprint,-4%,-13%[10.9 µM],11%,-7%[10.9 µM],-4%,-3%[10.9 µM],-12%,-4%
p53ts 39C kill,2%,-14%,-26%,-14%,17%,-4%,-1%,-1%

[57] CCC(=O)N1CCc2cc(S(=O)(=O)NCCC(=O)Nc3ccc(OC)c(OC)c3)ccc21
[58] Cc1cc(C)c2oc(C(=O)Nc3c(C)n(C)n(-c4ccccc4)c3=O)cc(=O)c2c1
[59] CCOC(=O)c1cccc(NC(=O)c2cc3sccc3n2C)c1
[60] COc1cc(Cl)c(NS(=O)(=O)c2cc(-c3cc(C)no3)ccc2OC)c(OC)c1
[61] COc1ccc(-c2noc(C3CCCN(S(=O)(=O)c4ccc(C)c(Cl)c4)C3)n2)cc1OC (stereo unspecified)
[62] CN(Cc1ccco1)c1ncncc1-c1ccc2c(c1)OCO2
[63] Cc1occc1-c1nnc(SCC(=O)c2ccccc2)n1CC1CCCO1 (stereo unspecified)
[64] O=C(CSc1nc2ccc(Cl)cc2[nH]1)NCc1ccco1
assay / entry,57,58,59,60,61,62,63,64
IkB signaling,-2.0%,-0.1%,?,2.1%,0.9%,-1.1%[11.4 µM],2.8%,1.3%
p53ts 32C kill,-1%,2%,-26%,8%,9%,3%,12%,5%
Peg3 imprint,1%[10.9 µM],18%[10.9 µM],-22%,-10%[10.9 µM],-10%,-5%,-10%,-14%
p53ts 39C kill,16%,18%,-4%,-8%,-1%,-5%,-3%,-3%

[65] Cc1cc(C(=O)N2CCc3ccccc32)c2cc(F)ccc2n1
[66] Cc1ccc(C(C)C)c(OCc2nnc(SCC(=O)Nc3nccs3)n2C)c1
[67] C=CCSc1nc2ccccc2n1S(=O)(=O)c1ccc(C)cc1
[68] Cc1sc2nc3n(c(=O)c2c1C)CCCCC3
[69] O=C(CN1CCC2(CC1)OCCO2)c1ccc2cc[nH]c2c1
[70] Cc1ccc(C)c(CN2C(=O)c3ccccc3S(=O)(=O)c3ccc(C(=O)NCCCN4CCCC(C)C4)cc32)c1 (stereo unspecified)
[71] Cc1ccccc1CNC(=O)Cn1c(=O)c2cccn2c2cccnc21
[72] Cc1ccc(NC(=O)c2oc3ccc(S(=O)(=O)N4CCCCC4)cc3c2C)cc1Cl
[73] Fc1ccc(CSc2ncnc3nc[nH]c23)cc1
[74] O=C1CN(C(=O)c2ccc(S(=O)(=O)N3CCCC3)cc2)C(c2ccccc2)c2cc(Cl)ccc2N1 (stereo unspecified)
[75] O=C(CS(=O)(=O)c1cccc2nsnc12)Nc1cc(F)ccc1F
assay / entry,65,66,67,68,69,70,71,72,73,74,75
IkB signaling,-0.8%,-1.0%,·,·,0.8%,?,0.7%,?,-7.0%,?,?
p53ts 32C kill,1%,-1%,5%,0%,6%,-1%,10%,7%,-5%,10%,4%
Peg3 imprint,-6%,-4%,·,·,-9%,-17%[10.9 µM],-11%[10.9 µM],-18%[10.9 µM],8%,-6%[10.9 µM],19%[10.9 µM]
p53ts 39C kill,-1%,2%,8%,7%,16%,?,8%,-14%,7%,-1%,-2%
